aSyn tox rescue: rescues yeast growth from alpha-synuclein toxicity; S. cerevisiae alpha-synuclein toxicity rescue, BacTiter-Glo growth, 24 h; Potency, µM (top dose mostly 46.1 µM), for inactives: at the highest dose growth rescue (activation), most hits filed as activators; hit rate 0.02% among 94,000; AID 1347070; active means well fitted activation curve with a large enough effect; further: 0% is about no effect
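Growth restoration measured by BacTiter-Glo luminescence after 24 hr at 30 deg C; alpha-synuclein yeast, raffinose-pregrown to mid-log, were added at OD600=0.02 in galactose medium onto pinned compounds.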
Numbers without * were called inactive; [ ] = dose if it differs, or a comment. Potency means the concentration at half of the fitted maximal effect. The list is partial; rates above refer to the full screens.

`COc1ccccc1CNC(=O)c1cnn(-c2ccc(F)cc2F)c1C1CCN(C(=O)OC(C)(C)C)CC1` gave aSyn tox rescue 0.7%.
For CCc1cc(C(=O)Nc2cnn(Cc3ccc(F)cc3)c2)no1 the results were aSyn tox rescue -7.9%.
COc1ccc(C(=O)COC(=O)c2ccc3c(c2)NC(=O)CS3)c(OC)c1 was read as aSyn tox rescue -5.1%.
CCC1CN(C(=O)Nc2ccccc2C(F)(F)F)c2ccccc2O1 (stereo not given) was read as aSyn tox rescue 11.9%.
O=C(Cn1c(=O)n(-c2ccc(Cl)cc2)c(=O)c2c3c(sc21)CCCCC3)Nc1cccc(Cl)c1 was read as aSyn tox rescue 0.1%.
O=C(Nc1ccc2nc(SCC(=O)N3CCOCC3)sc2c1)c1cccc(F)c1 was read as aSyn tox rescue 3.5%.
`Cc1ccc(NS(=O)(=O)c2cccc(C(=O)NCCCN3CCOCC3)c2)cc1` gave aSyn tox rescue 2.0%.
Screening COc1ccccc1C(=O)N1c2ncnn2C2(CCCCC2)[C@@H]2CCCC[C@@H]21 returned aSyn tox rescue -3.2%.
Screening O=C(CSc1nc(=O)n(Cc2ccncc2)c2c1CCC2)Nc1ccc(F)cc1F returned aSyn tox rescue -5.8%.
Screening CCOC(=O)c1c(C)[nH]c(CCC(=O)Nc2ccc(C)c(F)c2)c1C returned aSyn tox rescue -0.1%.
For COc1ccc(/C=N/NC(=O)c2c(C)nnn2-c2nonc2N)cc1OC the results were aSyn tox rescue -15.0%.
`COc1ccc(NC(=O)Nc2nc3ccccc3s2)cc1` gave aSyn tox rescue -1.3%.
For CC1=C(C(=O)N(C)C)CC(CC(=O)NCCc2ccccn2)C(=O)N1Cc1ccccc1 (stereo not given) the results were aSyn tox rescue 3.0%.
For CSc1ccc(CCNC(=O)c2ccc(CS(=O)Cc3ccc(Cl)cc3)o2)cc1 (stereo not given) the results were aSyn tox rescue 0.5%.
Screening COc1ccc(C(=O)NNC(=O)C(=O)NC2CCCCC2)cc1 returned aSyn tox rescue 6.8%.
`CCCCN(C(=O)c1ccc2c(c1)OCCO2)c1c(N)n(CCCC)c(=O)[nH]c1=O` gave aSyn tox rescue 5.3%.
Screening Cc1ccc2c(=O)cc(C(=O)Nc3c(C)n(C)n(-c4ccccc4)c3=O)oc2c1C returned aSyn tox rescue -2.1%.
Screening CCOc1ccc(CN2CCc3nc(Nc4ccc5c(c4)OCCO5)ncc3C2)cc1 returned aSyn tox rescue 2.4%.
`COc1cc(CNCCc2ccccc2)cc(Cl)c1OCc1ccccc1` gave aSyn tox rescue -2.4%.
For Cc1c(C)n(Cc2ccc(F)cc2)c2ccc(C(=O)N3CCN(c4ccc(Cl)cc4)CC3)cc12 the results were aSyn tox rescue 3.3%.

Fetched by compound from the list above:
`COc1cc(CNCCc2ccccc2)cc(Cl)c1OCc1ccccc1` gave aSyn tox rescue -2.4%.
For CCc1cc(C(=O)Nc2cnn(Cc3ccc(F)cc3)c2)no1 the results were aSyn tox rescue -7.9%.
Screening COc1ccccc1C(=O)N1c2ncnn2C2(CCCCC2)[C@@H]2CCCC[C@@H]21 returned aSyn tox rescue -3.2%.
`CCCCN(C(=O)c1ccc2c(c1)OCCO2)c1c(N)n(CCCC)c(=O)[nH]c1=O` gave aSyn tox rescue 5.3%.

Back to the main list; the two compounds before the break are reprinted first.
`COc1cc(CNCCc2ccccc2)cc(Cl)c1OCc1ccccc1` gave aSyn tox rescue -2.4%.
For Cc1c(C)n(Cc2ccc(F)cc2)c2ccc(C(=O)N3CCN(c4ccc(Cl)cc4)CC3)cc12 the results were aSyn tox rescue 3.3%.
`CC(C)CCN(CCC(C)C)C(CO)(CO)CO` gave aSyn tox rescue -8.3%.
COc1ccc(-c2cnnc(N/N=C/c3ccc(O)cc3)n2)cc1 was read as aSyn tox rescue 9.0%.
O=C(c1ccc2c(c1)N(Cc1ccccc1F)C(=O)c1ccccc1S2(=O)=O)N1CCCCC1 was read as aSyn tox rescue 5.0%.
Cc1cccc(C)c1Nc1c(-c2ccsc2)nc2ccccn12 was read as aSyn tox rescue -34.0%[inhibitor].
For CCOc1ccc(CCNC(=O)c2nn(C)c3c2CSc2ccc(C)cc2-3)cc1OCC the results were aSyn tox rescue -18.2%.
CC(C)Cn1nc(NC(=O)c2ccco2)c2cc3ccccc3nc21 was read as aSyn tox rescue -7.3%.
Cc1ccccc1N1CCN(S(=O)(=O)c2nnc(NC(=O)CC(C)C)s2)CC1 was read as aSyn tox rescue -5.8%.
For CCN(CC(=O)NCc1cccs1)C(=O)CCC(=O)c1ccc(F)cc1 the results were aSyn tox rescue -4.5%.
For COc1ccc2nc(NC(=O)CSc3n[nH]c(N)n3)sc2c1 the results were aSyn tox rescue 9.2%.
`CNC(=O)c1c(NC(=O)CCS(=O)(=O)c2ccc(C)cc2)sc(C)c1C` gave aSyn tox rescue -48.5%[inhibitor].
Screening O=C(Nc1ccc(C(F)(F)F)cc1)C1(c2ccccc2)CC1 returned aSyn tox rescue -0.7%.
Screening O=C(Nc1nnc(SCc2cc(=O)c3ccccc3[nH]2)s1)c1ccccc1 returned aSyn tox rescue -7.7%.
COc1ccc(Cl)cc1-n1nnc(-c2nc(-c3ccc4c(c3)OCO4)no2)c1C was read as aSyn tox rescue 3.6%.
Screening OCC1(CCc2ccccc2)CCN(Cc2cc(Cl)ccc2O)CC1 returned aSyn tox rescue -5.7%.
O=C(C1CC(=O)N(c2ccc3c(c2)OCCO3)C1)N1CCN(c2cccc(C(F)(F)F)c2)CC1 (stereo not given) was read as aSyn tox rescue -1.0%.
`O=C(NCc1cccc(Cl)c1)c1ccc2c(c1)nc1n2CCOC1` gave aSyn tox rescue -3.8%.
`CCC(Sc1nc2nccnc2c(=O)n1Cc1ccccc1Cl)C(=O)NC1CCCCC1` (stereo not given) gave aSyn tox rescue -10.8%.
CNC(=O)c1cnc2sc(N3CCCCCC3)nn2c1=O was read as aSyn tox rescue 1.2%.
For Cc1cc2c(N=NC(=O)CCc3ccccc3)c(O)[nH]c2cc1Br the results were aSyn tox rescue 3.2%.
Screening CC(C)c1ccc(S(=O)(=O)N2CCN(C(=O)CCc3nc4ccccc4c(=O)[nH]3)CC2)cc1 returned aSyn tox rescue 5.3%.

2 neighbouring entries already listed:
For Cc1cc2c(N=NC(=O)CCc3ccccc3)c(O)[nH]c2cc1Br the results were aSyn tox rescue 3.2%.
Screening CC(C)c1ccc(S(=O)(=O)N2CCN(C(=O)CCc3nc4ccccc4c(=O)[nH]3)CC2)cc1 returned aSyn tox rescue 5.3%.

Following part:
For CC(Oc1ccccc1F)c1ccnc2nc(/N=C/N(C)C)nn12 (stereo not given) the results were aSyn tox rescue -3.4%.
CCN(Cc1ccccc1)C(=O)Cn1c(=O)n(Cc2ccccc2)c(=O)c2c1c1cc(OC)ccc1n2C was read as aSyn tox rescue 6.5%.
CCN(CC)CCOC(=O)c1ccc(Nc2c3c(nc4ccccc24)CCC3)cc1 was read as aSyn tox rescue -11.7%.
Screening CSc1ccc(/C=C/c2nc3ccccc3n2S(=O)(=O)c2cccc(Cl)c2)cc1 returned aSyn tox rescue -62.7%[inhibitor].
Screening CCCC(CCC)C(=O)Nc1ccc2c(c1)N(C(=O)CN1CCN(C)CC1)c1ccccc1CC2 returned aSyn tox rescue 2.8%.
For COc1ccc(CNC(=O)c2ccc(NC(=O)N3CCSc4ncccc43)cc2)cc1 the results were aSyn tox rescue 4.6%.
Screening Cc1nc2nc(CNC(=O)OC(C)(C)C)nn2c(C)c1CCC(=O)NCc1ccccc1Cl returned aSyn tox rescue 6.9%.
For O=S(=O)(c1ccc2[nH]c3c(c2c1)CCCCC3)N1CCN(c2cccc(Cl)c2)CC1 the results were aSyn tox rescue 9.0%.
For COc1ccc(NC(=O)C(C)Sc2nnc3c4c(nc(-c5ccc(OC)cc5)n23)CC(C)(C)OC4)cc1 (stereo not given) the results were aSyn tox rescue -47.7%[inhibitor].
For NS(=O)(=O)c1ccc(NC(=O)CN2C(=O)COc3ccc(Cl)cc32)cc1 the results were aSyn tox rescue -5.3%.
For CC1CC1C(=O)OCC(=O)Nc1cccc(S(=O)(=O)NC2=NCCCCC2)c1 (stereo not given) the results were aSyn tox rescue -14.9%.
COc1ccc(OC)c(NC(=O)CCc2c(C)nn(-c3ccc(N4CCCC4)nn3)c2C)c1 was read as aSyn tox rescue -7.8%.
`COC(=O)c1ccncc1C(=O)Nc1ccc(F)cc1` gave aSyn tox rescue 1.2%.
Nc1nc2nc(-c3ccc(Cl)cc3)cc(C(F)(F)F)n2n1 was read as aSyn tox rescue -15.5%.
Screening C[C@@H]1CN([C@@H](C)CO)C(=O)CCCn2nncc2CO[C@@H]1CN(C)C(=O)Cc1ccccc1 returned aSyn tox rescue -1.3%.
`CCOc1ccccc1Oc1nc(C)nc2c1oc1ccccc12` gave aSyn tox rescue -10.1%.
Screening CCN(CC)CCN1C(=O)C(=O)/C(=C(/O)c2ccc(S(=O)(=O)N3CCOCC3)cc2)C1c1ccc(Cl)cc1 (stereo not given) returned aSyn tox rescue 5.7%.
Cn1c(CN2CCCCC2)nc2cc(NC(=O)c3ccccc3Cl)ccc21 was read as aSyn tox rescue -5.2%.
For Cc1ccc(OCC(=O)Nc2ccc(-c3nc4ccccc4o3)cc2)c(C)c1 the results were aSyn tox rescue 8.2%.
Screening COc1ccc(NC(=O)Cn2cnc3ccc(S(=O)(=O)N4CCC(C)CC4)cc3c2=O)c(OC)c1 returned aSyn tox rescue -7.3%.
COc1ccc(C2=NC(C)(C)N(CC(=O)Nc3cc(OC)cc(OC)c3)C2=O)cc1 was read as aSyn tox rescue 1.4%.
For Cc1ccc(N(C)S(=O)(=O)c2ccc3[nH]c(=O)ccc3c2)cc1 the results were aSyn tox rescue -1.5%.
`Cc1ccc(S(=O)(=O)N2CCN(C(=O)c3ccc4nc[nH]c4c3)CC2)cc1` gave aSyn tox rescue 6.9%.
`O=C(NCCSc1c[nH]c2ccccc12)c1ccccc1Cl` gave aSyn tox rescue 24.7%.
CC(=O)C1=C(c2ccc(Cl)c(Cl)c2)N(C(C)=O)n2cnnc2S1 was read as aSyn tox rescue -35.6%[inhibitor].
COc1ccc(NC(=O)c2ccc(NC3=NC4CS(=O)(=O)CC4S3)cc2)cc1 (stereo not given) was read as aSyn tox rescue -1.7%.
`Cc1cc(C(=O)NCc2ccccc2)c2c(C)nn(-c3cccc(F)c3)c2n1` gave aSyn tox rescue -1.0%.
CCOC(=O)Cn1c(=O)n(CC2CCCO2)c2nc(-c3cccc(C)c3)nc(C(N)=O)c21 (stereo not given) was read as aSyn tox rescue 6.2%.
Screening CC(C)(C)OC(=O)N1CCc2onc(-c3ccc(Cl)cc3)c2C1=O returned aSyn tox rescue -7.6%.
`Cc1cccc(-c2nnc(SCC(=O)Nc3cc(C)on3)n2C)c1` gave aSyn tox rescue -0.2%.
For CSc1ccccc1NC(=O)CN(C)C(C)C(=O)NC(=O)NC1CCCCC1 (stereo not given) the results were aSyn tox rescue -7.1%.
Screening CN1C(C(=O)c2ccccc2)=C(OC(=O)c2ccc(Br)cc2)c2ccccc2S1(=O)=O returned aSyn tox rescue 7.2%.
`CCCN1Cc2cccc(C(=O)Nc3ccc(OC)cc3OC)c2C1=O` gave aSyn tox rescue -12.5%.
`CCOc1ccccc1NC(=O)C(=O)c1cc(C)n(-c2cccc(C)c2C)c1C` gave aSyn tox rescue 2.8%.
For O=S(=O)(c1ccccc1)N1CCN(Cc2nnc(-c3ccccc3)o2)CC1 the results were aSyn tox rescue 1.7%.
`O=S(=O)(Nc1cc(F)ccc1F)c1ccc2[nH]c3c(c2c1)CCCC3` gave aSyn tox rescue -45.9%[inhibitor].
For CCCNCc1cc(OC)c(OCc2ccccc2)cc1Br the results were aSyn tox rescue 3.8%.
O=c1c2oc3ccccc3c2[nH]c(=S)n1-c1ccc(F)cc1 was read as aSyn tox rescue 1.3%.
Screening Cc1ccc(CNC(=O)N2CCC(CN3CCC(C)CC3)CC2)cc1 returned aSyn tox rescue -0.1%.
COc1ccc(N2CCN(C(=O)CCCCCn3c(=S)[nH]c4ccc(N5CCOCC5)cc4c3=O)CC2)cc1 was read as aSyn tox rescue -3.2%.
For Cn1c(=O)n(C)c2cc(CNCc3ccccc3)ccc21 the results were aSyn tox rescue -7.4%.
Cc1ccc2c(c1)-c1onc(C(=O)N3CCN(c4cc(Cl)ccc4C)CC3)c1CO2 was read as aSyn tox rescue 6.5%.
For C#CCN(C[C@@H]1[C@@H](OC(=O)NCc2ccccc2F)[C@@H](OC(=O)NCc2ccccc2F)CN(C(=O)OC(C)C)N1C(=O)OC(C)C)S(=O)(=O)c1ccc(C)cc1 the results were aSyn tox rescue 3.3%.
For CSc1cccc(NS(=O)(=O)c2ccc3[nH]cc(C(=O)N4CCCCCC4)c(=O)c3c2)c1 the results were aSyn tox rescue 9.9%.
For CCN(CC)S(=O)(=O)c1ccc(C(=O)NCCSc2c(-c3ccc(F)cc3)[nH]c3ccccc23)cc1 the results were aSyn tox rescue 3.7%.
Screening Cc1ccc(OCC(=O)N/N=C/c2cccnc2)cc1C returned aSyn tox rescue 6.9%.
Cc1ccc(CNC(=O)Cc2ccc(NC(=O)N3CCSc4ncccc43)cc2)cc1 was read as aSyn tox rescue -4.3%.
COc1cccc2c(=O)n(CC(=O)N3CCc4ccccc43)ccc12 was read as aSyn tox rescue 4.1%.
Screening CCOC(=O)C1(c2ccccc2)SC(C(=O)OCC)(c2ccccc2)S1 (stereo not given) returned aSyn tox rescue 0.7%.
Cc1ccccc1OCc1nnc(SCc2cc(=O)c3cccc(F)c3[nH]2)n1C was read as aSyn tox rescue 1.1%.
Nc1nc(SCC(=O)NCCO)nc2sc3c(c12)CCCC3 was read as aSyn tox rescue -3.6%.

Compound activity: PubChem BioAssay, National Center for Advancing Translational Sciences (NCATS)
